# NCI-60 one-dose screen, 48 h, at 10 µM unless noted. Numbers give growth in % (100 = growth as untreated, 0 = no growth, -100 = all killed).
# HL-60(TB) = HL-60(TB) leukemia cells. actives 9% (n = 78,000). AID 1794776; active = growth percent below 10
# Active calls of the source: *; & = joins results of further samples. An excerpt. The share of hits here may be higher or lower than overall.
CC(=O)NC(CO)C(=O)c1ccc([N+](=O)[O-])cc1 (stereo unspecified)
  HL-60(TB) = 79
Cc1nc2ccc(Cl)cn2c1-c1nnc(SCc2ccccc2[N+](=O)[O-])o1
  HL-60(TB) = 107
Cc1nc(Nc2cn[nH]c2C(=O)Nc2ccc(CN3CCN(C)CC3)cc2)c2ccsc2n1
  HL-60(TB) = 113
O=C1CC(c2ccc(F)c(F)c2)c2snc(C(=O)O)c2N1 (stereo unspecified)
  HL-60(TB) = 98
CC1(C)CC[C@]2(C(=O)O)CC[C@]3(C)C(=CCC4[C@@]5(C)C[C@@H](O)[C@@H]6OC(c7ccccc7O)OC[C@@]6(C)C5CC[C@]43C)C2C1 (stereo partly specified)
  HL-60(TB) = 38
O=C(N/N=C/c1ccc(Br)o1)c1[nH]c2ccc(Br)cc2c1-c1ccccc1
  HL-60(TB) = -49*
COc1ccc2c(c1)O/C(=C\c1c(C)n(C)n(-c3ccccc3)c1=O)C2=O
  HL-60(TB) = 129
c1ccc2c(Nc3ccc(C4=NCCN4)cc3)nnc(Nc3ccc(C4=NCCN4)cc3)c2c1
  HL-60(TB) = 100
COc1ccc(/C=N/NC(=O)CCN2c3ccccc3Sc3ccccc32)cc1
  HL-60(TB) = 82
CCCCCCCCCC1=NC(C)(C)CN1C(C)C
  HL-60(TB) = 55
O=c1c2sc3ccccc3c2nnn1-c1ccccc1
  HL-60(TB) = 97
Cc1ccc(S(=O)(=O)NC(=O)NN2CCCCCC2)cc1
  HL-60(TB) = 106&106
COc1cc(SC)ccc1C(=O)N1CCCC(C)C1 (stereo unspecified)
  HL-60(TB) = 47
COc1ccc2nc(-c3nc(-c4ccccc4F)n4ccccc34)[nH]c2c1
  HL-60(TB) = 81
COC(=O)c1cnc(Sc2cc(C(F)(F)F)cc(C(F)(F)F)c2)nc1C(F)(F)F
  HL-60(TB) = 100
COc1cc2oc(-c3cccc(C(=O)Nc4ccc(C#N)cc4)c3)cc(=O)c2c(O)c1OC
  HL-60(TB) = 136
Cn1c(NCCc2ccc(O)c(O)c2)nc2c1c(=O)n(Cc1ccc(Cl)c(Cl)c1)c(=O)n2C
  HL-60(TB) = 15
CC(=O)N1Cc2ccccc2C(C)Cc2ccccc21 (stereo unspecified)
  HL-60(TB) = 109
N#Cc1nc(-c2ccccc2)oc1S(N)(=O)=O
  HL-60(TB) = 27
Cc1ccc(Nc2nc(N)nc3c2CCc2occc2-3)cc1
  HL-60(TB) = 94
CC(=O)c1cc(C(=O)N2c3ccccc3Sc3ccccc32)n2ccc3ccccc3c12
  HL-60(TB) = 9.9*
COc1ccc(NC(=O)CSc2nnc(-c3cc(-c4ccc(S(C)(=O)=O)cc4)nc4ccccc34)n2-c2ccccc2)cc1
  HL-60(TB) = 70
NC1=Nc2cc(OCCCCN3Cc4ccccc4C3)c(OCC3CC3)cc2C12CCCC2
  HL-60(TB) = 20
COc1cc(-c2nc(-c3nc4ccccc4[nH]3)cc3c2[nH]c2ccccc23)cc(OC)c1OC
  HL-60(TB) = 44
COC(=O)c1cc(-c2ccc(OC)cc2)[nH]c1N/N=C/c1ccc(Cl)cc1
  HL-60(TB) = 90

CC(C)C(=O)Cc1cnccn1
  HL-60(TB) = 134
CN(C)c1ccc(C=Nc2cc(S(=O)(=O)O)cc3cc(S(=O)(=O)O)c(N=Nc4ccccc4)c(O)c23)cc1
  HL-60(TB) = 102
CCCC(c1nnnn1C1CCCCC1)N1CCN(C(=O)c2ccco2)CC1 (stereo unspecified)
  HL-60(TB) = 13
COc1ccc2c(c1)oc1c(C)c3c(c(C)c12)C(=O)N(CCN1CCCCC1)C3=O
  HL-60(TB) = 98
O=C1c2ccccc2-c2c1c1c3ccccc3n(CCN3CCCCC3)c1c1c3ccccc3n(CCN3CCCCC3)c21
  HL-60(TB) = 98
CC12CCC(/C(=N/O)C1=O)C2(C)C (stereo unspecified)
  HL-60(TB) = 123&85
N#CCc1ccnc2ccccc12
  HL-60(TB) = 101
O=C1NC(=O)C(Cn2c(-c3ccccc3)nc3ccccc32)C(=O)N1
  HL-60(TB) = 105
N#C/C(=N/Nc1cccc2c1C(=O)c1ccccc1C2=O)c1nn[nH]n1
  HL-60(TB) = 100
CCC(C)NC(=O)c1ccc(C(C)C)cc1 (stereo unspecified)
  HL-60(TB) = 92
CC1=C2CC[C@@](C)(O)C2[C@H]2OC(=O)/C(=C/c3cccc(C(F)(F)F)c3)[C@@H]2CC1 (stereo partly specified)
  HL-60(TB) = 86
Nc1nc(N)nc(N/C=C/C(=O)O)n1
  HL-60(TB) = 115
CC(C(=O)c1c([O-])on[n+]1-c1ccccc1)N1CCOCC1 (stereo unspecified)
  HL-60(TB) = 109
CC(C)(C)c1cc(/C=C(\C#N)C(N)=O)cc(C(C)(C)C)c1
  HL-60(TB) = 92
COc1cc(-c2cc(-c3nc4cc(Cl)c(Cl)cc4[nH]3)[nH]n2)cc(OC)c1OC
  HL-60(TB) = 14
CC(C)C(O)(C#CC(O)(C(C)C)C(C)C)C(C)C
  HL-60(TB) = 103
C=C1C(=O)O[C@H]2[C@H]1CC/C(COC(=O)OCCCCO)=C\CC[C@@]1(C)O[C@@H]21
  HL-60(TB) = 70
COC(=O)c1cc(N)cn1C
  HL-60(TB) = 107
C/C(=N/NC(=O)c1cc2ccccc2oc1=N)c1ccccc1
  HL-60(TB) = 97
COc1cc(F)c(-c2nc3c(C)cccc3n2Cc2c(F)cccc2F)c(F)c1
  HL-60(TB) = 79
COCCNC(=O)c1cccc(NC(=O)c2ccco2)c1
  HL-60(TB) = 101
COc1ccccc1N1C(=O)C=CC1=O
  HL-60(TB) = 61
COc1ccc2c(c1)/C(=C1\S/C(=N/c3nnc(C)s3)NC1=O)C(=O)N2Cc1ccc(Cl)cc1
  HL-60(TB) = 54
COc1ccc(/C(=N/NC(N)=O)C(OC)OC)cc1
  HL-60(TB) = 101
O=C(Nc1ccccc1)Nc1nc2ccc([N+](=O)[O-])cc2s1
  HL-60(TB) = -36*

# Compounds above with a nitro group on carbon, in the order listed:
CC(=O)NC(CO)C(=O)c1ccc([N+](=O)[O-])cc1 (stereo unspecified)
  HL-60(TB) = 79
Cc1nc2ccc(Cl)cn2c1-c1nnc(SCc2ccccc2[N+](=O)[O-])o1
  HL-60(TB) = 107
O=C(Nc1ccccc1)Nc1nc2ccc([N+](=O)[O-])cc2s1
  HL-60(TB) = -36*

# Shown with bars between the fields: entries from further up
structure | HL-60(TB)
COc1cc2oc(-c3cccc(C(=O)Nc4ccc(C#N)cc4)c3)cc(=O)c2c(O)c1OC | 136
Cn1c(NCCc2ccc(O)c(O)c2)nc2c1c(=O)n(Cc1ccc(Cl)c(Cl)c1)c(=O)n2C | 15
CC(=O)N1Cc2ccccc2C(C)Cc2ccccc21 (stereo unspecified) | 109
N#Cc1nc(-c2ccccc2)oc1S(N)(=O)=O | 27
Cc1ccc(Nc2nc(N)nc3c2CCc2occc2-3)cc1 | 94
CC(=O)c1cc(C(=O)N2c3ccccc3Sc3ccccc32)n2ccc3ccccc3c12 | 9.9*

# Next part:
O=C(O)c1nn(-c2ccccc2)nc1N1CCOCC1
  HL-60(TB) = 113
Cc1ccc(C)c(COc2cc(NC(=O)c3ccc4c(c3)OCO4)ccc2N(C)S(C)(=O)=O)c1
  HL-60(TB) = -5.5*
c1ccc(-c2cc3cc4ccccc4cn3c2)cc1
  HL-60(TB) = 95
O=C(C[n+]1ccn(CC(OCc2ccc(Cl)cc2Cl)c2ccc(Cl)cc2Cl)c1)c1ccc(F)cc1 (stereo unspecified)
  HL-60(TB) = -52*
COc1ccc2c(c1)oc1c(C)c3c(cc12)C(=O)N(N)C3=O
  HL-60(TB) = 95
COc1cc2oc(-c3ccc(O)cc3)cc(=O)c2c(O)c1-c1c(OC)cc(O)c2c(=O)cc(-c3ccc(O)cc3)oc12
  HL-60(TB) = 0.1*
COc1cc(C)cc2oc3oc(=N)c(-c4csc(-c5ccccc5)n4)cc3c(=O)c12
  HL-60(TB) = 106
CC1=C(Nc2ccccc2)C(=O)OC1C (stereo unspecified)
  HL-60(TB) = 94
CC(=O)c1ccc(NC2CCC(=O)N2)cc1 (stereo unspecified)
  HL-60(TB) = 100
CCCNC(=O)Nc1ccc2cc3ccc(NC(=O)NCCC)cc3nc2c1
  HL-60(TB) = 75
CC(C)(C)c1cc(NC(=O)Nc2ccc(-c3cn4c(n3)sc3cc(OCCN5CCOCC5)ccc34)cc2)no1
  HL-60(TB) = 41&19
COC(=O)/C=C(/C(=O)OC)N(O)C(=O)CN1C(=O)c2ccccc2C1=O
  HL-60(TB) = 100
COc1cccc(-c2nn(-c3ccccc3)cc2-c2ccnc(NCCNS(=O)(=O)c3cccc(F)c3)c2)c1
  HL-60(TB) = 5.8*
CCCCn1c(=O)c2c(nc(NCCc3ccc(OC)c(OC)c3)n2C)n(C)c1=O
  HL-60(TB) = 103
O=C1c2ccc3c4c(ccc(c24)C(=O)N1CCCNCc1ccccc1Cl)C(=O)N(CCCNCc1ccccc1Cl)C3=O
  HL-60(TB) = -56*
COc1ccc(OC)c(/C=C2/C(=O)/C(=C/c3cc(OC)ccc3OC)C3CCC2N3C)c1
  HL-60(TB) = 61
COc1ccc(-c2cc(-c3ccc(Cl)cc3)c(C#N)c(=O)n2Cc2ccc(C(=O)NO)cc2)cc1
  HL-60(TB) = 103
Clc1ccc(Cc2nnc3sc(-c4ccccc4)nn23)cc1
  HL-60(TB) = 96
COc1cc(OC)c(-c2ncc(-c3ccc(Cl)cc3)[nH]2)c(OC)c1
  HL-60(TB) = 81
CCOC(=O)C1=C(C#N)C(C(=O)OCC)c2ncccc21 (stereo unspecified)
  HL-60(TB) = 97
CC/C(=C(/c1ccc(Cl)cc1)c1ccc(OCCCN(C)C)cc1)c1ccc(Cl)cc1
  HL-60(TB) = 82
CCS(=O)(=O)Oc1ccc2c3c(c(=O)oc2c1)CCCCCC3
  HL-60(TB) = 86
NC(N)=Nc1ccc(Oc2cccc(Nc3ccc(Cl)c(C(F)(F)F)c3)c2)cc1
  HL-60(TB) = 1.3*
C/C(=N\NC(=S)n1[nH]c(=O)c2ccccc2c1=O)c1ccc([N+](=O)[O-])cc1
  HL-60(TB) = 93
Cc1ccc(-c2nn(Cc3cn(CC(=O)Nc4cc(C)nc5ccccc45)nn3)c3ncnc(N)c23)cc1
  HL-60(TB) = 98

COc1cc(C(=O)C(=O)c2ccc(OC)c(OC)c2)ccc1O
  HL-60(TB) = 125
NS(=O)(=O)c1ccc(NCc2ccc(N=Cc3c(O)[nH]c4ccccc34)cc2)cc1
  HL-60(TB) = 131
COc1cc2nc(Cl)nc(Nc3cccc(C4=Nc5c(N)nc(N)nc5NC(c5ccc(Cl)cc5)C4)c3)c2cc1OC (stereo unspecified)
  HL-60(TB) = -30*
COc1ccc(/C=C/C(=O)c2ccc(-n3cc(CN4CCN(c5cc6c(cc5F)c(=O)c(C(=O)O)cn6C5CC5)CC4)nn3)cc2)cc1
  HL-60(TB) = 86
[O-][n+]1c2ccccc2[n+]([O-])c2cc(O)ccc21
  HL-60(TB) = 99
Cn1c(=O)c2nc(CCC(=O)O)c(=O)[nH]c2n(C)c1=S
  HL-60(TB) = 95
Cc1cc(C)nc(NS(=O)(=O)c2ccc(Nc3nc4nc(SCc5ccccc5)nc(-c5ccc(O)cc5O)c4c(=O)[nH]3)cc2)n1
  HL-60(TB) = 121
Cc1cc[n+](CCc2ccccc2)cc1
  HL-60(TB) = 96&98
O=C1OCc2cccc3cccc1c23
  HL-60(TB) = 85
COc1ccc(Nc2nc3sc4cc(Cl)c(Cl)cc4n3c(=O)c2C#N)cc1
  HL-60(TB) = 110
O=CN1N=C(c2ccc(Nc3nc(NCCO)nc(NCCO)n3)cc2)CC1c1ccc(Cl)cc1 (stereo unspecified)
  HL-60(TB) = 102
Cn1cc(-c2nc(-c3c[nH]c4ncccc34)cs2)c2cccnc21
  HL-60(TB) = 48
Oc1c(Cl)cc(Cl)c(Cc2c(Cl)cc(Cl)c(O)c2Cl)c1Cl
  HL-60(TB) = 93
O=S(=O)(c1ncsc1-c1ccccc1)N1CCc2ccccc2C1
  HL-60(TB) = 92
O=C(CCCCCCCCC(=O)N(C1CCCCC1)C1CCCCC1)N(C1CCCCC1)C1CCCCC1
  HL-60(TB) = 57
CC1=NN(c2ccccc2)C(c2ccco2)C1 (stereo unspecified)
  HL-60(TB) = 96
N#CC1c2ccccc2C=CN1C(=O)CCCl (stereo unspecified)
  HL-60(TB) = 65
CC(=O)N1N=C(c2ccc(Nc3nc(Nc4ccccc4)nc(Nc4ccccc4)n3)cc2)CC1c1ccccc1 (stereo unspecified)
  HL-60(TB) = 79
CSc1nc(=O)n(CCC#N)nc1SC
  HL-60(TB) = 97

# Rewritten tab-delimited: part of the list above.
mol	HL-60(TB)
O=S(=O)(c1ncsc1-c1ccccc1)N1CCc2ccccc2C1	92
Cc1cc[n+](CCc2ccccc2)cc1	96&98

# Screening results deposited in PubChem by NCI.
